Vif imaging: inhibitors of HIV Vif; HEK293T cells, Vif self-association by quenched fluorescence, imaging, 24 h; inhibition, % at 7.49 µM; 0.35% of 340,000 active; AID 602346; in the data active means inhibition above about 50%, passing the limit was not always enough; further: some results filed as inactive read as strong as hits
aDG glyco act: increases alpha dystroglycan glycosylation. Pro5-aDG cells, alpha-DG glycosylation AlphaScreen (IIH6); 0% Pro5, 100% B10-LARGE cell signal. activation, % at 10 µM. 0.22% of 360,000 active. AID 624168;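 active means activation of at least 8% versus controls, or a plate z-score of at least 8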;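 further: Pro5 are CHO cells carrying HIG-tagged alpha-DG that lacks glycosylation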
N-glyco inh: N-linked glycosylation inhibition. D54 ERlucT glycosylation luciferase reporter, 24 h; percent of 100 nM tunicamycin response. reporter increase, % at 12.5 µM. 0.23% of 360,000 active. AID 588692;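 active means mean luciferase reporter signal, scaled so untreated is 0 and the glycosylation-blocking control 100, at or above a set limit in every replicate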;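 further: luciferase carries N-glycosylation sites so blocking glycosylation raises the light; 0% = median of neutral control wells and 100% = median of 100 nM tunicamycin wells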
Cardio protect: modulators protecting cardiomyocytes from myocardial damage. 0.63% of 360,000 active. H9c2 cardiomyocytes, H2O2 injury protection, ATPLite, 2 h. protection from H2O2 cell death, % at 20 µM. AID 588492;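 active means compounds giving at least 50% protection of heart cells from peroxide-induced death in the single-dose screen, raw or plate-pattern-corrected value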;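 further: 0% = DMSO wells with peroxide and 100% = DMSO wells without peroxide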
ABCB6 inh MLPCN: blocks the human ABCB6 transporter; K562-ABCB6 porphyrin accumulation, flow cytometry, 1 h; active compounds read low; fluorescence ratio to DMSO, % at 10 µM; 0.19% of 360,000 active;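 active means fluorescence ratio to DMSO below 75%, the collection mean minus 3 SD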;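 further: signal is porphyrin accumulated inside mitochondria; 100% equals median channel fluorescence of DMSO control wells; lower ratio means ABCB6 inhibition with less porphyrin fluorescence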
Target sequence (Q9NP58 whole entry, looked up): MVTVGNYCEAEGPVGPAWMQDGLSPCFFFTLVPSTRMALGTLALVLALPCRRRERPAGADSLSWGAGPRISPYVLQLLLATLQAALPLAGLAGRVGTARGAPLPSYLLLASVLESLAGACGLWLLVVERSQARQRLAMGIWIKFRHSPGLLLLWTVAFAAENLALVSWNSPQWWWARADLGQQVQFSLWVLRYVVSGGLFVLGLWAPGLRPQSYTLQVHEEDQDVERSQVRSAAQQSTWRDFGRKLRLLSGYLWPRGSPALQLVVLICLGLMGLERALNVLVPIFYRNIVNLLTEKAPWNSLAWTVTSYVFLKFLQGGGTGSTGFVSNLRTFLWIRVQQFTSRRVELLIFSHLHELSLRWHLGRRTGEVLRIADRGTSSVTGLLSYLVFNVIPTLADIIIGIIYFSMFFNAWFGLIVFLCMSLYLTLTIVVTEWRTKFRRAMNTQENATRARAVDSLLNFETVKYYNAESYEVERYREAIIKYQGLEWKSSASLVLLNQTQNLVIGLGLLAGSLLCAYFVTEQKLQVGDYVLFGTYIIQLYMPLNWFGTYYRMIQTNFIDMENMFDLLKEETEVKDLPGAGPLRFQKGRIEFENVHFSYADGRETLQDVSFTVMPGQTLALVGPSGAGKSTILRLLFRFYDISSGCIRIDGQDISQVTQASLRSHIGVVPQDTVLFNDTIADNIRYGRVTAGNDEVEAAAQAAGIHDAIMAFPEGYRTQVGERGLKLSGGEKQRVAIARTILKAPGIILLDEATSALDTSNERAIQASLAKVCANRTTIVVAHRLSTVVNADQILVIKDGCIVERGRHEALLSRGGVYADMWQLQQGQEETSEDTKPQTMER
MC4R antag cAMP: blocks human MC4R cAMP signaling; inhibition, % at 6.5 µM; 0.48% of 360,000 active; MC4R-expressing cells, MTII-stimulated cAMP, LANCE TR-FRET; AID 540295;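 active means inhibition above its plate's cutoff, the mean of tested wells on that plate plus 3 SD, cut at about 29% in these data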;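 further: 0% = Melanotan II alone and 100% = Melanotan II plus saturating MCL0020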
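System – human MC4R-expressing U2OS cells · Also added – Melanotan II · Dosing – one concentration, 6.5 µM nominal · Timing – 30-min compound, 1-h challenge, 1-h detection, room temperature · Measured by – Eu-cAMP/anti-cAMP TR-FRET, emission 671 nm · Replicates – singlicate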
MC4R barr agon: activates human MC4R beta-arrestin recruitment; P32245; U2OS MC4R beta-arrestin complementation, luminescence; percent of melanotan II response, DMSO zero; activation, % at 8.9 µM; 0.98% of 360,000 active; AID 540308;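 active means activation above a per-plate cutoff, the mean activation of sample wells on that plate plus 3 SD, cut at about 8% in these data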
CaV13 ICDI inh: Disruptors of the CACNA1D IQ motif to Ca2+-dependent inactivation inhibitor domain association, primary screening, Förster resonance energy transfer in intact living …; HEK cells, CFP/YFP FRET ICDI-IQ, plate reader, 10 min; percent FRET-ratio fall versus neutral wells; inhibition, % at 12.3 µM; 0.098% of 340,000 active; AID 743397;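 active means mean replicate inhibition of at least 30% and at least 1% of replicates passing that level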;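 further: 0% = median of the neutral control wells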
m5-HT2A agonist: mouse HTR2A agonism via beta-arrestin recruitment | activation, % at 7.6 µM | CHO-K1 mHTR2A beta-arrestin complementation, luminescence; percent of 30 µM serotonin response | AID 624169 | P35363 | 0.66% of 360,000 active;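 active means activation above a run cutoff, the mean activation of all tested compounds plus 3 SD, cut at about 14% in these data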;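 further: 0% = plate median of compound wells and 100% = 30 µM serotonin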
PDI turbidity: PDI (human) enzyme inhibition. inhibition, % at 10 µM. 0.052% of 350,000 active. PDI insulin aggregation turbidity, A650, 90 min. AID 588391;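 active means mean inhibition across replicates of 30% or more, whatever share of single replicates reach that level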;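 further: absorbance from insulin aggregation driven by PDI reduction with DTT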
An asterisk follows results filed as active; . = not tested or not shown.

Under each structure – Vif imaging	aDG glyco act	N-glyco inh	Cardio protect	ABCB6 inh MLPCN	MC4R antag cAMP	MC4R barr agon	CaV13 ICDI inh	m5-HT2A agonist	PDI turbidity
1	COc1ccc(C)cc1NC(=O)C(OC(=O)c1cc(C)oc1C)c1ccccc1 (centres undefined)
→ -1	0.1	-3	-9	102	7	-1.4	-18	-3	4
2	NC(=S)c1cc2cc(Br)ccc2oc1=O
→ 11	-0.3	-2	7	97	13	-2.9	-24	-2	4
3	O=C1/C(=C\c2ccc(O)cc2)SC(=S)N1/N=C/c1ccc(O)cc1
→ -2	-0.2	0	-3	108	-13	0.5	-4	-11	9
4	CC1CCCN(CCCNC(=O)C2CCC(CNS(=O)(=O)c3cccc4nsnc34)CC2)C1 (centres undefined)
→ -4	0.1	-2	1	101	0	-2.2	.	-2	4
5	CCOc1ccccc1CN1CCN(Cc2cccc3nonc23)CC1CCO (centres undefined)
→ -1	0.4	1	5	101	-6	-1.9	-5	-7	1
6	CCOC(=O)/C(=N\Nc1cc(Cl)ccc1Cl)N1CC(C)OC(C)C1 (centres undefined)
→ -3	0.1	-3	-10	96	16	0.4	0	7	9
7	O=C1c2ccccc2NC(c2ccc(-c3ccc(C(F)(F)F)cc3)o2)N1O (centres undefined)
→ .	0.1	-6	44	94	13	4.1	-5	-5	-6
8	Cc1ccc(S(=O)(=O)N2CCOCC2)cc1NC(=O)COC(=O)Cc1ccsc1
→ 5	-0.4	0	5	102	9	-2.9	-7	1	0
9	Cc1ccc(COC(=O)c2cccc(S(=O)(=O)N3CCCCCC3)c2)cc1
→ -4	0.1	-4	-18	99	0	-2.6	-2	-3	-2
10	N=C1SCC(=O)N1/N=C/c1ccccc1
→ 4	-0.2	-1	-10	101	-3	-2.1	2	-3	5
11	CC1(C)CC(NC(=O)C23CCC(C)(C(=O)C2)C3(C)C)CC(C)(C)N1 (centres undefined)
→ 2	0.0	-1	2	99	4	-1.1	-5	-2	-8
12	COC(=O)CC1SC(=O)NC1=Nc1ccc(C)cc1 (centres undefined)
→ 4	-0.3	-1	-2	103	13	-0.1	-5	3	-2
13	COC(=O)c1nnn(CC(=O)NC(=O)Nc2ccc(F)cc2)c1C(=O)OC
→ -4	-0.1	2	10	91	13	0.1	-3	0	-6
14	C[C@@H]1C(=O)O[C@H](C)[C@H]1C[C@@H](O)[C@](C)(O)C1CC[C@@]2(O)C3=CC(=O)[C@@H]4C[C@@H](O)[C@@H](O)C[C@]4(C)C3CC[C@]12C (some centres undefined)
→ 3	0.1	2	-2	89	-2	-1.6	-11	-2	-4
15	N#CCSc1ccc(-c2nc3ccccc3[nH]2)cn1
→ -13	0.1	7	-14	90	-5	-1.0	-3	0	-3
16	COc1ccc(C(=O)N2CCCC(c3ccccc3)=N2)cc1
→ 1	0.1	0	1	101	-4	-0.5	-4	0	-5
17	Cc1cc(C(=O)COC(=O)Cc2ccc(Cl)cc2)c(C)n1C
→ 7	-0.2	0	-2	98	6	-0.4	-5	7	-3
18	COc1ccc(NC(=O)CCCC(=O)O)cc1Cl
→ 3	-0.4	2	0	94	0	-1.4	-9	6	-5
19	O=C(CSc1ncn[nH]1)c1cc2ccccc2o1
→ 5	0.0	1	-13	422	-1	-2.5	-12	-1	0
20	Cc1ccc(-c2nnc(SCC(C)C)n2C)cc1
→ -9	0.0	0	-20	98	0	-0.1	.	-4	-7
21	CCCCNC(=O)c1cc(-c2ccc(OC)cc2)on1
→ 26	-0.2	-3	-9	83	0	4.8	-9	-5	3
22	CC(C)(C)N1C(=O)c2ccccc2NC(=O)N1Cc1ccc(Br)cc1
→ -15	0.0	-2	-6	147	0	1.0	-4	3	0
23	Cc1ccc(N2C(=O)CC(Sc3nc4ccccc4o3)C2=O)cc1Cl (centres undefined)
→ 1	-0.4	15	-12	97	21	-0.8	-5	0	1
24	Cc1ccccc1NC(=O)c1ccc(N/N=C/c2ccccc2O)c([N+](=O)[O-])c1
→ 1	-0.4	0	6	89	1	-1.4	-2	1	-6
25	CSc1ccccc1C(=O)Nc1ccc(C)cc1C
→ 11	0.2	2	-2	104	-8	-2.8	-2	1	-2
26	Cc1cccc(C)c1NC(=O)Cn1nnc(-c2ccc(N3CCOCC3)cc2)n1
→ -4	-0.2	1	-5	92	3	6.3	-5	2	5
27	CC1=CC(c2ccc(Cl)cc2)n2nc(NC(=O)CCCC(=O)O)nc2N1 (centres undefined)
→ 7	-0.2	1	6	98	-1	-1.6	-2	0	0
28	COCCn1c(SCc2ccc(F)cc2)nc2c1c(=O)[nH]c(=O)n2C
→ -3	0.0	1	1	95	-4	-0.4	-6	0	-3
29	Cc1cccn2c(=O)c3cc(C#N)c(=N)n(Cc4cccnc4)c3nc12
→ 17	-0.1	1	1	108	-2	-0.3	0	3	10
30	Cc1cccc(NC(=O)CSc2ccc(C(N)=O)cc2[N+](=O)[O-])c1C
→ 6	3.2	0	3	101	-2	0.7	-19	1	21
31	O=c1[nH]cnc2c1c(-c1ccccc1)cn2-c1ccc(Br)cc1
→ 9	-0.1	-2	1	97	14	6.4	-3	1	3
32	CC(CCc1ccccc1)NC(=O)c1ccc(Br)o1 (centres undefined)
→ -7	-0.2	1	1	85	-1	-2.0	-4	-4	10
33	CC(=O)c1ccc(N(CC(=O)NC2CCCC2)C(=O)c2csnn2)cc1
→ 15	-0.1	1	1	98	4	-1.4	-5	3	-2
34	CCN1CCN(Cc2c(O)ccc3c(=O)c(-c4ccc(OC)c(OC)c4)c(C(F)(F)F)oc23)CC1
→ 12	0.0	0	-2	96	4	-1.2	-6	-1	6
35	O=Cc1cn(-c2ccccc2)nc1-c1ccc2c(c1)OCCO2
→ -7	0.6	1	-1	96	-5	0.4	-5	6	-1
36	CCC(C(=O)NCc1ccc(OC)cc1)n1nc(C)n2c(cc3occc32)c1=O (centres undefined)
→ -1	0.0	2	2	95	-2	-2.4	-4	-4	-2
37	COc1cc(F)c(C2=CC(=O)CC(C)(C)C2)cc1F
→ -3	0.0	3	3	94	3	-3.3	-6	-4	-3
38	CC(C)c1ccc(CNC(=O)CCc2ccccc2)cc1
→ 6	0.7	1	-3	99	10	-0.4	-7	-5	3
39	CC1Cc2ccccc2N1C(=O)CSc1nnnn1-c1ccc2c(c1)OCCO2 (centres undefined)
→ 1	0.1	-2	-5	100	3	-0.1	-6	1	0
40	O=C(CCC(F)(F)F)N1CCC(CO)(CCc2ccccc2)CC1
→ 7	0.0	1	-2	103	4	-0.5	-4	1	-1
41	Cc1ccc(/C=N/NC(=O)CNC(=O)c2cccc([N+](=O)[O-])c2C)o1
→ -2	-0.3	1	-4	96	11	-0.2	-4	6	2
42	CCOc1ccc2nc(NC(=O)c3ccoc3C)sc2c1
→ -1	-0.3	-14	-30	101	15	-0.3	.	-5	7
43	CC1=C(C(=O)N(C(C)C)C(C)C)CC(CC(=O)NC2CC2)C(=O)N1Cc1ccc(F)cc1 (centres undefined)
→ .	-0.2	3	1	99	.	.	-6	2	.
44	O=C(Nc1nc2ccc(Cl)cc2s1)c1ccc(N2CCCCC2)c([N+](=O)[O-])c1
→ -2	-0.4	8	-8	90	10	-1.4	-5	4	3
45	CN1C(=O)N(CN2CCCCC2)C2C1N(C)C(=O)N2CN1CCCCC1 (centres undefined)
→ 9	0.0	2	-4	96	-6	-2.9	-5	0	4
46	COc1ccc(CCN2C(=S)NC3CC2(C)Oc2ccc([N+](=O)[O-])cc23)cc1OC (centres undefined)
→ -31	1.9	0	-6	80	5	2.7	-4	5	-9
47	CCSc1nnc(NC(=O)CCNS(=O)(=O)c2ccccc2F)s1
→ 8	0.1	-1	7	95	17	0.5	-5	3	5
48	OC[C@@H]1CN(Cc2ccco2)C[C@H](n2cnc3c(NC4CCC4)ncnc32)O1
→ -1	-0.2	1	1	99	-4	0.1	-2	5	0
49	CS(=O)(=O)c1ccccc1-c1nnc(NC(=O)c2ccc(S(=O)(=O)N3CCCC3)cc2)o1
→ 8	0.0	2	-4	99	2	0.7	-2	3	-1
50	CN(C)CCNC(=O)c1cccc(-c2cccc3nncn23)c1
→ 11	0.1	1	6	104	-3	-1.4	-6	-1	0
51	S=P(c1ccc(N2CCOCC2)cc1N1CCOCC1)(N1CCOCC1)N1CCOCC1
→ 4	-0.2	0	-3	100	-2	3.1	.	5	-9
52	S=c1ncc2[nH]c(=S)[nH]c2[nH]1
→ -1	0.1	1	1	97	2	-2.3	.	11	3
53	O=C(N/C=N/O)C1=NOC(CNc2ncc(C(F)(F)F)cc2Cl)C1 (centres undefined)
→ 9	-0.1	3	-1	118	10	-1.2	.	-2	-1
54	S=C(Nc1cccc2ccccc12)NC1CCCCC1
→ -1	2.2	-5	-3	104	-1	-1.6	-5	1	-21
55	Clc1ccc(CNc2ccc(CNc3ncn[nH]3)cc2)cc1
→ 3	0.0	-1	-4	98	-2	2.7	-10	-4	9
56	Cc1cc(/C=C(\C#N)C(=O)Nc2ccc(Cl)cc2)c(C)n1-c1ccc(N2CCOCC2)c([N+](=O)[O-])c1
→ -14	0.3	-5	-5	89	-2	-2.5	-3	5	-9
57	COc1ccc(C(C)=O)cc1COC(=O)CCNS(=O)(=O)c1ccc(C)c(C)c1
→ -2	0.4	-1	6	93	10	1.4	-5	-10	-6
58	Clc1ccc(C(c2nnnn2C2CCCCC2)N(Cc2cccnc2)Cc2ccco2)cc1 (centres undefined)
→ 13	0.0	-1	-12	114	2	-1.0	.	2	1
59	CC(=O)c1ccccc1NC(=O)CSc1nc2ccccc2c(=O)n1CCCN1CCOCC1
→ -23	-0.3	-2	17	100	0	-1.3	-6	8	-9
60	O=C(Nc1ccc(CN2CCS(=O)(=O)CC2)cc1)c1ccc(F)cc1
→ 20	-0.2	-1	2	100	1	2.1	-5	-2	-1

(more compounds)
Under each structure – Vif imaging	aDG glyco act	N-glyco inh	Cardio protect	ABCB6 inh MLPCN	MC4R antag cAMP	MC4R barr agon	CaV13 ICDI inh	m5-HT2A agonist	PDI turbidity
61	CN(C)c1cccc2c1c(NC(=O)c1ccc(F)cc1)nn2C
→ -16	-0.1	3	0	98	9	-0.3	2	0	14
62	COc1ccc(OC)c(S(=O)(=O)n2ccnc2C(C)C)c1
→ 12	0.0	1	3	88	0	3.8	-3	-2	-6
63	NS(=O)(=O)c1ccc(CCNC(=O)C2CCN(S(=O)(=O)c3c(Cl)cccc3Cl)CC2)cc1
→ 2	-0.2	0	-5	99	23	0.1	-6	2	0
64	CCN1C(=O)C(=O)N(CC(=O)c2[nH]c(C)c(C(C)=O)c2C)C1=O
→ 2	-0.1	1	5	100	2	-0.9	-5	2	0
65	CN1CCN(C(=O)c2ccc3c(=O)n4c(nc3c2)CCCCC4)CC1
→ 9	-0.2	1	9	108	5	-1.3	0	4	3
66	O=C(N1CCOCC1)N1CCC(NC(=O)C23CC4CC(CC(C4)C2)C3)CC1
→ 13	-0.1	0	0	86	1	-2.2	-5	-1	13
67	COc1ccc(Cn2cccc(NC(=O)Nc3ccc(C#N)cc3)c2=O)cc1
→ -11	0.0	-3	-7	93	13	9.0*	-4	-4	4
68	Cc1nnc(SCC(=O)O)o1
→ 2	-0.4	1	0	100	-12	-1.7	-5	3	-3

Screening results: PubChem, several laboratories
